Screening data: PubChem BioAssay, several laboratories
AGP1 TOR yeast – yeast TOR pathway AGP1-GFP modulation. S. cerevisiae AGP1-GFP multiplex flow cytometry, 3 h; GFP as percent of DMSO wells. GFP response vs DMSO, % at 10 µM. 0.02% of 320,000 active;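 active = GFP response relative to DMSO above a set limit, near screen average plus 3 SD, cut at about 150% in these data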;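 note: median GFP channel fluorescence of the gated AGP1 strain per well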
MEP2 TOR yeast – modulators of TOR pathway MEP2-GFP in S. cerevisiae; S. cerevisiae MEP2-GFP strain, flow cytometry GFP, 3 h; 100% = DMSO control level; GFP response vs DMSO, % at 10 µM; 0.51% of 330,000 active;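 active = GFP response versus DMSO above a set limit, roughly screen mean plus 3 SD, cut at about 180% in these data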;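 note: median GFP fluorescence of the barcode-gated MEP2-GFP cells per well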
AHR activator – human AHR activation; P35869; AHR-responsive luciferase reporter cells, luminescence; activation, % at 5 µM; 2.5% of 320,000 active; in the data active = activation above about 47%;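 note: 0% = vehicle wells and 100% = reference agonist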
Target sequence (P35869 whole entry, looked up): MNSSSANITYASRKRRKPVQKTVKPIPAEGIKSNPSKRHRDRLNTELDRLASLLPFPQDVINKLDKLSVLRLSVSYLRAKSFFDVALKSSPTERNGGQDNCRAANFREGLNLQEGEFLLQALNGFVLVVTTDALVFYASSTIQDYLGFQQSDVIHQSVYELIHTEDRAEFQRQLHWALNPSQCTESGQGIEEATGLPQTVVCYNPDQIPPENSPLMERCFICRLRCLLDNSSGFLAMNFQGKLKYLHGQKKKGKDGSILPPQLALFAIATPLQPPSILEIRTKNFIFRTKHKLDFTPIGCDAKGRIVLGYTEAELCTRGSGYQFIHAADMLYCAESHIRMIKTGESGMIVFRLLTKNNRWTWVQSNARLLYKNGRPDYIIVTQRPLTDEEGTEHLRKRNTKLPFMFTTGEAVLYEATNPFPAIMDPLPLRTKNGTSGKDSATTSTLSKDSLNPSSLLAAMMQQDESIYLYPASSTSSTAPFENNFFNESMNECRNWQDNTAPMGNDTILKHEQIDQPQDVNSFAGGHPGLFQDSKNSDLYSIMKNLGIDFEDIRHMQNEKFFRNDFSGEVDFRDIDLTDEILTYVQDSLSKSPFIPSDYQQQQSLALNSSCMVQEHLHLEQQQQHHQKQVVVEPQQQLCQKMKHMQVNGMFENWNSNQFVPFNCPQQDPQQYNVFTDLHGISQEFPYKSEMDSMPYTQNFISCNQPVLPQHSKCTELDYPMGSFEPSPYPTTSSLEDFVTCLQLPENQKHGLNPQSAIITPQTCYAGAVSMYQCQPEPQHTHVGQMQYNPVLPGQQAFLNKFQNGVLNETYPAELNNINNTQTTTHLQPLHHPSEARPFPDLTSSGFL
LAP4-GFP MLPCN – modulators of TOR pathway LAP4-GFP in S. cerevisiae; GFP response vs DMSO, % at 10 µM; AID 2023; S. cerevisiae LAP4-GFP multiplex, flow cytometry GFP, 3 h; median GFP as percent of DMSO wells; 0.34% of 320,000 active;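 active = GFP response vs DMSO above a set limit, about the screen mean plus 3 SD, cut at about 150% in these data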
CIT2-GFP yeast – alters CIT2-GFP fluorescence in TOR pathway yeast screen | S. cerevisiae CIT2-GFP strain, flow cytometry, 3 h; 100 means same as DMSO wells | GFP response vs DMSO, % at 10 µM | 0.065% of 320,000 active | AID 2029;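 active = GFP response relative to DMSO above a set limit, near the screen mean plus 3 SD, cut at about 150% in these data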;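 note: ratio of well median GFP fluorescence to mean of DMSO wells on the plate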
proCasp7 act – counter-screen: procaspase-7 (human) activation | P55210 | recombinant procaspase-7, Ac-DEVD-pNA absorbance 405 nm; D23A/D198A/D206A triple mutant, cannot self-cleave; scale: DMSO 0, 5 µM enzyme 100 | activation, % at 8.5 µM | 0.093% of 330,000 active | AID 463210;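 active = percent activation above the screen-wide mean plus 3 SD, cut at about 25% in these data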
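Test system: Procaspase-7 triple mutant (PC-7 D3A). Also added: Ac-DEVD-pNA substrate, 400 µM as added. Schedule: 1 h enzyme–compound preincubation and 2 h substrate reaction, both 25 °C. Signal: p-Nitroaniline absorbance at 405 nm, read at 0 and 120 min. Control set: low DMSO alone, high DMSO plus 5 µM PC-7.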
procasp3 activ – activates human procaspase-3. recombinant procaspase-3 D3A, Ac-DEVD-pNA absorbance 405 nm. activation, % at 8.5 µM. 0.11% of 330,000 active. AID 463141;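 active = activation above the mean of all tested compounds plus 3 SD, cut at about 21% in these data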;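 note: 0% = DMSO alone and 100% = DMSO wells spiked with extra 5 µM PC-3 D3A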
Target sequence (P42574 whole entry D9A/D28A/D175A): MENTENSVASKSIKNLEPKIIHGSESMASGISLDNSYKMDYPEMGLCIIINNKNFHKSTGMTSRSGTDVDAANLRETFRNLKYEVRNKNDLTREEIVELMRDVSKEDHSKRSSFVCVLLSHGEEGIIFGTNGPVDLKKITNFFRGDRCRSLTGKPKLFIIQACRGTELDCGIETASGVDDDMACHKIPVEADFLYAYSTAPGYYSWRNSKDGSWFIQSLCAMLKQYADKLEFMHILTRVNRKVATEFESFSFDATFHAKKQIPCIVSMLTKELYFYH
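Compound: 8.5 µM single point, 0.8% DMSO / Material: Autoprocessing-dead procaspase-3 D3A mutant enzyme / Timing: 1 h preincubation plus 2 h reaction at 25 °C / Medium: Zinc-free HEPES/NaCl buffer with 0.01% Triton X-100 at pH 7.4 / Technique: 405 nm absorbance of p-nitroaniline, reads at 0 and 120 min / Repeats: one well per compound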
RPL19A-GFP yeast – modulators of TOR pathway RPL19A-GFP in S. cerevisiae; S. cerevisiae RPL19A-GFP strain, flow cytometry, 3 h; stronger effect = lower value; percent response vs DMSO, % at 10 µM; 0.3% of 330,000 active; AID 2025;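 active = percent response vs DMSO below 50%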;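 note: median channel GFP fluorescence of the barcoded RPL19A-GFP strain; ratio of sample median GFP to plate DMSO average so 100% = DMSO; lower means less RPL19A-GFP as with rapamycin TOR inhibition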
An asterisk follows results filed as active. Hits appear at their usual frequency; 3.5% or so of the library scored in one or more.

The opening 2 records (preview)
What do the screens show for `CCOC(=O)c1oc2ccccc2c1NC(=O)C1CCCCC1`?
AGP1 TOR yeast: 102.5; MEP2 TOR yeast: 104.6; AHR activator: -1.2; LAP4-GFP MLPCN: 100.8; CIT2-GFP yeast: 95.8; proCasp7 act: -2.2; procasp3 activ: 3.9; RPL19A-GFP yeast: 101.0

How did CCOc1ccc(C)cc1S(=O)(=O)Nc1cccnc1 do in these assays?
AGP1 TOR yeast: 97.7; MEP2 TOR yeast: 98.3; AHR activator: 0.9; LAP4-GFP MLPCN: 95.2; CIT2-GFP yeast: 107.5; proCasp7 act: 8.7; procasp3 activ: 1.2; RPL19A-GFP yeast: 96.8

The whole of this part, from the start:
What do the screens show for `CCOC(=O)c1oc2ccccc2c1NC(=O)C1CCCCC1`?
AGP1 TOR yeast: 102.5; MEP2 TOR yeast: 104.6; AHR activator: -1.2; LAP4-GFP MLPCN: 100.8; CIT2-GFP yeast: 95.8; proCasp7 act: -2.2; procasp3 activ: 3.9; RPL19A-GFP yeast: 101.0

How did CCOc1ccc(C)cc1S(=O)(=O)Nc1cccnc1 do in these assays?
AGP1 TOR yeast: 97.7; MEP2 TOR yeast: 98.3; AHR activator: 0.9; LAP4-GFP MLPCN: 95.2; CIT2-GFP yeast: 107.5; proCasp7 act: 8.7; procasp3 activ: 1.2; RPL19A-GFP yeast: 96.8

How did Cc1ccc(CNC(=O)C2CCN(S(=O)(=O)N3CC(C)CC(C)C3)CC2)cc1 (stereo unspecified) do in these assays?
AGP1 TOR yeast: 103.3; MEP2 TOR yeast: 101.5; AHR activator: 0.3; LAP4-GFP MLPCN: 96.2; CIT2-GFP yeast: 99.7; proCasp7 act: 1.5; procasp3 activ: 2.1; RPL19A-GFP yeast: 104.4

How did N/C(=N\NC(=O)c1ccc(Cl)cc1)c1cnccn1 do in these assays?
AGP1 TOR yeast: 105.0; MEP2 TOR yeast: 92.3; AHR activator: 15.1; LAP4-GFP MLPCN: 108.3; CIT2-GFP yeast: 105.3; proCasp7 act: -1.9; procasp3 activ: -4.0; RPL19A-GFP yeast: 98.9

Results for C=CCn1c(SCC(=O)O)nnc1-c1cccs1 ?
AGP1 TOR yeast: 91.9; MEP2 TOR yeast: 91.0; AHR activator: 5.4; LAP4-GFP MLPCN: 88.2; CIT2-GFP yeast: 91.4; proCasp7 act: 0.4; procasp3 activ: -1.1; RPL19A-GFP yeast: 94.8

How did CCCc1cc(=O)oc2c(C)c(OCC(=O)Nc3cccnc3)ccc12 do in these assays?
AGP1 TOR yeast: 90.8; MEP2 TOR yeast: 87.5; AHR activator: 18.2; LAP4-GFP MLPCN: 86.7; CIT2-GFP yeast: 86.5; proCasp7 act: 1.3; procasp3 activ: -6.6; RPL19A-GFP yeast: 90.7

What do the screens show for `COCc1nnc(NC(=O)c2ccc(S(=O)(=O)N3CCOCC3)cc2)o1`?
AGP1 TOR yeast: 102.4; MEP2 TOR yeast: 101.5; AHR activator: 2.7; LAP4-GFP MLPCN: 103.0; CIT2-GFP yeast: 94.3; proCasp7 act: -3.7; procasp3 activ: 1.3; RPL19A-GFP yeast: 100.2

How did CCn1c(=O)n(CC(=O)N2CC(C)CC(C)C2)c(=O)c2ccccc21 (stereo unspecified) do in these assays?
AGP1 TOR yeast: 110.0; MEP2 TOR yeast: 120.7; AHR activator: 1.7; LAP4-GFP MLPCN: 100.6; CIT2-GFP yeast: 89.5; proCasp7 act: -1.8; procasp3 activ: -6.8; RPL19A-GFP yeast: 101.2

Results for CSc1ccc(S(=O)(=O)Nc2c(C)cccc2C)cc1 ?
AGP1 TOR yeast: 93.0; MEP2 TOR yeast: 97.7; AHR activator: 1.4; LAP4-GFP MLPCN: 102.7; CIT2-GFP yeast: 92.1; proCasp7 act: 8.3; procasp3 activ: -2.9; RPL19A-GFP yeast: 94.6

How did Cc1cc(NC(=O)C(C)C)ncc1NC(=O)c1ccccn1 do in these assays?
AGP1 TOR yeast: 103.2; MEP2 TOR yeast: 110.2; AHR activator: -3.0; LAP4-GFP MLPCN: 91.8; CIT2-GFP yeast: 105.8; proCasp7 act: -14.8; procasp3 activ: -0.8; RPL19A-GFP yeast: 110.3

How did COc1ccc(/C=N/NC(=O)c2cccnc2)cc1CN1CCc2ccccc2C1 do in these assays?
AGP1 TOR yeast: 110.6; MEP2 TOR yeast: 100.6; AHR activator: 13.3; LAP4-GFP MLPCN: 109.4; CIT2-GFP yeast: 100.6; proCasp7 act: 5.7; procasp3 activ: -3.6; RPL19A-GFP yeast: 96.7

How did Cc1ccccc1NC(=O)OCc1cccnc1Oc1ccc(Cl)cc1 do in these assays?
AGP1 TOR yeast: 96.0; MEP2 TOR yeast: 91.2; AHR activator: 7.2; LAP4-GFP MLPCN: 95.8; CIT2-GFP yeast: 79.7; proCasp7 act: 7.8; procasp3 activ: -4.5; RPL19A-GFP yeast: 95.4

How did Cc1ccc(C)c(NS(=O)(=O)c2c(C)nn(C)c2C)c1 do in these assays?
AGP1 TOR yeast: 94.1; MEP2 TOR yeast: 93.2; AHR activator: 2.2; LAP4-GFP MLPCN: 84.3; CIT2-GFP yeast: 92.2; proCasp7 act: 0.6; procasp3 activ: -8.1; RPL19A-GFP yeast: 95.8

How did COc1cccc(N2CC(C(=O)Nc3nnc(SCc4cccnc4)s3)CC2=O)c1 (stereo unspecified) do in these assays?
AGP1 TOR yeast: 104.8; MEP2 TOR yeast: 101.4; AHR activator: -1.5; LAP4-GFP MLPCN: 93.5; CIT2-GFP yeast: 109.4; proCasp7 act: 2.7; procasp3 activ: -1.2; RPL19A-GFP yeast: 100.4

Results for CC(C)C[C@H](NC(=O)NC(C)C)C(=O)O ?
AGP1 TOR yeast: 99.3; MEP2 TOR yeast: 95.6; AHR activator: -1.8; LAP4-GFP MLPCN: 101.2; CIT2-GFP yeast: 98.8; proCasp7 act: 5.7; procasp3 activ: -2.9; RPL19A-GFP yeast: 99.4

What do the screens show for `CCC(=O)NC(c1cc(Cl)c2ccccc2c1O)C(C)C` (stereo unspecified)?
AGP1 TOR yeast: 80.9; MEP2 TOR yeast: 93.6; AHR activator: 10.0; LAP4-GFP MLPCN: 91.5; CIT2-GFP yeast: 104.8; proCasp7 act: 13.1; procasp3 activ: 0.7; RPL19A-GFP yeast: 94.3

How did Cc1cc(C)c(C#N)c(SCc2cn3c(C)cccc3n2)n1 do in these assays?
AGP1 TOR yeast: 82.5; MEP2 TOR yeast: 88.9; AHR activator: 30.7; LAP4-GFP MLPCN: 76.4; CIT2-GFP yeast: 112.2; proCasp7 act: -1.4; procasp3 activ: 0.4; RPL19A-GFP yeast: 115.9

What do the screens show for `O=S(=O)(Nc1ccccn1)c1ccc(Cl)cc1`?
AGP1 TOR yeast: 99.2; MEP2 TOR yeast: 102.6; AHR activator: 0.0; LAP4-GFP MLPCN: 94.5; CIT2-GFP yeast: 94.1; proCasp7 act: 2.5; procasp3 activ: -7.5; RPL19A-GFP yeast: 103.1

How did CC(C)(C)NC(=O)CSc1nc2cccnc2n1C1CCCCC1 do in these assays?
AGP1 TOR yeast: 94.1; MEP2 TOR yeast: 100.9; AHR activator: 6.5; LAP4-GFP MLPCN: 82.5; CIT2-GFP yeast: 97.9; proCasp7 act: 4.9; procasp3 activ: 3.6; RPL19A-GFP yeast: 96.2

What do the screens show for `O=C(NN1C(=O)C2C(C1=O)C1C=CC2C12CC2)c1ccccc1` (stereo unspecified)?
AGP1 TOR yeast: 97.3; MEP2 TOR yeast: 111.5; AHR activator: -1.7; LAP4-GFP MLPCN: 96.1; CIT2-GFP yeast: 108.4; proCasp7 act: 1.8; procasp3 activ: 4.6; RPL19A-GFP yeast: 104.2

What do the screens show for `Cc1cc(C)c(OCC(=O)Nc2nnc(-c3ccco3)o2)c(C)c1`?
AGP1 TOR yeast: 101.9; MEP2 TOR yeast: 103.2; AHR activator: 0.7; LAP4-GFP MLPCN: 106.4; CIT2-GFP yeast: 107.7; proCasp7 act: 5.9; procasp3 activ: -3.9; RPL19A-GFP yeast: 102.0

How did CCOc1ccccc1NC(=O)COC(=O)c1cc[n+]([O-])cc1 do in these assays?
AGP1 TOR yeast: 102.3; MEP2 TOR yeast: 93.4; AHR activator: 12.7; LAP4-GFP MLPCN: 92.7; CIT2-GFP yeast: 77.2; proCasp7 act: 7.5; procasp3 activ: -3.4; RPL19A-GFP yeast: 96.2

How did Clc1ccc2nc(CSc3nnc4ccccn34)cn2c1 do in these assays?
AGP1 TOR yeast: 97.7; MEP2 TOR yeast: 101.2; AHR activator: 16.8; LAP4-GFP MLPCN: 95.2; CIT2-GFP yeast: 99.9; proCasp7 act: 6.2; procasp3 activ: -0.4; RPL19A-GFP yeast: 94.7

What do the screens show for `Cc1ccc(-c2nc(CSCC(=O)N3CCN(c4ccccn4)CC3)c(C)o2)cc1`?
AGP1 TOR yeast: 107.8; MEP2 TOR yeast: 103.3; AHR activator: -0.2; LAP4-GFP MLPCN: 108.5; CIT2-GFP yeast: 101.3; proCasp7 act: 11.7; procasp3 activ: 1.1; RPL19A-GFP yeast: 98.8

Results for CCOC(=O)C(Cc1ccccc1)NC(=O)CCc1nnc2ccc(N3CCCCC3)nn12 (stereo unspecified) ?
AGP1 TOR yeast: 100.4; MEP2 TOR yeast: 102.5; AHR activator: 3.3; LAP4-GFP MLPCN: 104.4; CIT2-GFP yeast: 107.5; proCasp7 act: -6.9; procasp3 activ: 6.1; RPL19A-GFP yeast: 99.8

What do the screens show for `O=C(CCN1C(=O)c2cccc3cccc(c23)C1=O)Nc1ccon1`?
AGP1 TOR yeast: 102.8; MEP2 TOR yeast: 103.4; AHR activator: 5.0; LAP4-GFP MLPCN: 103.3; CIT2-GFP yeast: 105.0; proCasp7 act: -4.2; procasp3 activ: -2.9; RPL19A-GFP yeast: 97.8

Results for c1ccc(-c2ccccc2OCCOCCN2CCc3ccccc3C2)cc1 ?
AGP1 TOR yeast: 104.8; MEP2 TOR yeast: 96.9; AHR activator: 7.0; LAP4-GFP MLPCN: 96.4; CIT2-GFP yeast: 103.1; proCasp7 act: 8.9; procasp3 activ: 0.6; RPL19A-GFP yeast: 95.4

How did COc1ccccc1OCCCC(=O)Nc1ccc([N+](=O)[O-])cc1Br do in these assays?
AGP1 TOR yeast: 94.8; MEP2 TOR yeast: 87.3; AHR activator: 11.8; LAP4-GFP MLPCN: 125.4; CIT2-GFP yeast: 82.4; proCasp7 act: 3.7; procasp3 activ: 4.5; RPL19A-GFP yeast: 92.6

How did CCC(c1nnc(SCC(=O)Nc2cc(C)on2)o1)N(C)C (stereo unspecified) do in these assays?
AGP1 TOR yeast: 103.0; MEP2 TOR yeast: 100.7; AHR activator: 1.6; LAP4-GFP MLPCN: 98.5; CIT2-GFP yeast: 101.0; proCasp7 act: -10.3; procasp3 activ: -0.9; RPL19A-GFP yeast: 101.4

What do the screens show for `CC(=O)N1c2ccc(S(=O)(=O)NCC3CCC(C(=O)NCc4ccc(C)cc4)CC3)cc2CC1C` (stereo unspecified)?
AGP1 TOR yeast: 98.6; MEP2 TOR yeast: 106.3; AHR activator: -0.8; LAP4-GFP MLPCN: 93.2; CIT2-GFP yeast: 105.2; proCasp7 act: 3.1; procasp3 activ: -3.4; RPL19A-GFP yeast: 103.1
